NCI-60 one-dose screen, 48 h, at 10 µM unless noted. Numbers give growth in % (100 = growth as untreated, 0 = no growth, -100 = all killed).
U251: U251 CNS tumor cells; AID 1794753; actives 5.4% (n = 80,000)
SF-268: SF-268 CNS cancer cells; actives 3.1% (n = 82,000); AID 1794759
PC-3: PC-3 prostate cancer cells; actives 3.9% (n = 80,000)
SF-295: SF-295 CNS cancer cells | actives 5.6% (n = 79,000) | AID 1794758
OVCAR-8: OVCAR-8 ovarian cancer; AID 1794782; actives 4.4% (n = 81,000)
OVCAR-3: OVCAR-3 ovarian cancer; actives 7% (n = 79,000); AID 1794787
SF-539: SF-539 CNS cancer; actives 6.8% (n = 81,000)
SNB-19: SNB-19 CNS cancer cells. actives 2.5% (n = 81,000). AID 1794751
DU-145: DU-145 prostate cancer | actives 4.2% (n = 81,000)
The depositor's hits bear a star; / = no result given; & = joins results of further samples. How the source made its calls: active means growth percent below 10; inactive means the rest.

Sample of the layout, 9 compounds:
Keys: A = U251; B = SF-268; C = PC-3; D = SF-295; E = OVCAR-8; F = OVCAR-3; G = SF-539; H = SNB-19; I = DU-145
COC(=O)c1ccc(Cn2c(-c3ccccc3)cc(-c3ccccc3)c(C#N)c2=O)cc1
  A: 98	B: 100	C: 110	D: 98	E: 104	F: 113	G: 102	H: 97	I: 109

O=C(O)c1c[nH]c2c([N+](=O)[O-])cccc2c1=O
  A: 100	B: 107	C: 94	D: /	E: 98	F: 115	G: 95	H: /	I: 120

CCCCCCCCCCOC(C)=O
  A: 108	B: 106	C: 93	D: 80	E: 101	F: 110	G: 96	H: 108	I: 112

CSc1nc(N)nc(N)n1
  A: 98	B: 104	C: 92	D: 110	E: 107	F: 105	G: 98	H: 103	I: 97

O=C(O)c1ccc(S(=O)(=O)NC2CCCCC2)cc1
  A: 100	B: 98	C: 95	D: 101	E: 104	F: 107	G: 101	H: 104	I: 111

CC(C)CCNCCO
  A: 103	B: 108	C: 102	D: 119	E: 96	F: 110	G: 101	H: 125	I: 97

Cc1c(Cc2ccccc2)sc2nc(=O)c3cn(C)nc3n12
  A: 108	B: 99	C: 85	D: 118	E: 98	F: 108	G: 96	H: 106	I: 106

COc1ccc(CCc2ccccn2)cc1
  A: 100	B: 98	C: 104	D: 91	E: 108	F: 104	G: 106	H: 103	I: 109

O=C(Cc1ccccc1)Nc1ccc(Br)cc1
  A: 88	B: 93	C: 104	D: 85	E: 95	F: 99	G: 99	H: 85	I: 92

All compounds of this part, previewed entries included:
Keys: A = U251; B = SF-268; C = PC-3; D = SF-295; E = OVCAR-8; F = OVCAR-3; G = SF-539; H = SNB-19; I = DU-145
COC(=O)c1ccc(Cn2c(-c3ccccc3)cc(-c3ccccc3)c(C#N)c2=O)cc1
  A: 98	B: 100	C: 110	D: 98	E: 104	F: 113	G: 102	H: 97	I: 109

O=C(O)c1c[nH]c2c([N+](=O)[O-])cccc2c1=O
  A: 100	B: 107	C: 94	D: /	E: 98	F: 115	G: 95	H: /	I: 120

CCCCCCCCCCOC(C)=O
  A: 108	B: 106	C: 93	D: 80	E: 101	F: 110	G: 96	H: 108	I: 112

CSc1nc(N)nc(N)n1
  A: 98	B: 104	C: 92	D: 110	E: 107	F: 105	G: 98	H: 103	I: 97

O=C(O)c1ccc(S(=O)(=O)NC2CCCCC2)cc1
  A: 100	B: 98	C: 95	D: 101	E: 104	F: 107	G: 101	H: 104	I: 111

CC(C)CCNCCO
  A: 103	B: 108	C: 102	D: 119	E: 96	F: 110	G: 101	H: 125	I: 97

Cc1c(Cc2ccccc2)sc2nc(=O)c3cn(C)nc3n12
  A: 108	B: 99	C: 85	D: 118	E: 98	F: 108	G: 96	H: 106	I: 106

COc1ccc(CCc2ccccn2)cc1
  A: 100	B: 98	C: 104	D: 91	E: 108	F: 104	G: 106	H: 103	I: 109

O=C(Cc1ccccc1)Nc1ccc(Br)cc1
  A: 88	B: 93	C: 104	D: 85	E: 95	F: 99	G: 99	H: 85	I: 92

O=C(NCCc1c[nH]c2ccccc12)c1ccc(S(=O)(=O)NCc2ccco2)cc1
  A: 98	B: 98	C: 91	D: 92	E: 50	F: 102	G: 98	H: 101	I: 111

COc1ccc2nc(Cl)c(/C=C3\CC(c4ccccc4)=NN(c4ccccc4)C3=O)cc2c1
  A: 56	B: 52	C: 66	D: 63	E: 42	F: 74	G: 13	H: 20	I: 77

O=C(Nc1ccccc1Cl)c1c[nH]c(=O)c(-c2ccc(N3CCCOC4(CC4)C3)cc2)c1
  A: 76	B: 70	C: 58	D: 55	E: 58	F: 64	G: 76	H: 72	I: 78

CCOC(=O)c1cn(CC)c2cc(N3CCCCC3)c(F)cc2c1=O
  A: 95	B: 105	C: 113	D: /	E: 100	F: 111	G: 101	H: 108	I: 107

CCCC1=C(C(=O)OCC)C(c2ccc3c(c2)OCO3)NC(=O)N1C (configuration not stated)
  A: 101	B: 95	C: 94	D: 103	E: 101	F: 105	G: 93	H: 92	I: 111

O=C(O)c1cn(C2CC2)c2cc(N3CCN(C(=O)CSc4nnc(-c5ccc(Cl)cc5)o4)CC3)c(F)cc2c1=O
  A: 95	B: 107	C: 96	D: 102	E: 101	F: 114	G: 102	H: 99	I: 120

N#CCC(=O)c1cccc(Cl)c1
  A: 97	B: 101	C: /	D: 102	E: 98	F: 114	G: 101	H: 112	I: 107

Cc1ccc(S(=O)(=O)NC(=O)CCC(=O)Nc2ccc(O)cc2)cc1
  A: 104	B: 129	C: 104	D: 104	E: 107	F: 130	G: 106	H: 98	I: 121

CCOC(=O)c1nnn(-c2nonc2N)c1-c1cc(OC)c(OC)c(OC)c1
  A: 101	B: 130	C: 104	D: 93	E: 106	F: 127	G: 101	H: 101	I: 124

CCOC(=O)c1nc(Nc2ccc(NC(=O)Nc3cccc(OC)c3)cc2)c2ccccc2n1
  A: 85	B: 95	C: 87	D: 95	E: 99	F: 107	G: 70	H: 87	I: 106

C#C[C@]1(O)CC[C@H]2[C@@H]3CC=C4c5sc(Nc6ccc(OC)nc6)nc5CC[C@]4(C)[C@H]3CC[C@@]21C
  A: 18	B: 46	C: 30	D: -30*	E: 28	F: /	G: 14	H: 50	I: 25

C1Cc2onc(-c3noc4c3CCC4)c2C1
  A: 106	B: 110	C: 103	D: 104	E: 110	F: 115	G: 108	H: 99	I: 115

O=C1NCc2ccc3c(-c4cccc(Cl)c4)c[nH]c3c21
  A: 16	B: 53	C: 17	D: 7.2*	E: 25	F: -5.7*	G: -16*	H: 29	I: 23

N#CCCCCCn1c2ccccc2c2c3c(c4c5ccccc5[nH]c4c21)C(=O)N(O)C3=O
  A: -46*	B: 11	C: -3.5*	D: -17*	E: 7.1*	F: -13*	G: -95*	H: /	I: 19

CCc1ccc(C2CC(c3ccccc3Cl)=NN2c2ccc(S(N)(=O)=O)cc2)cc1 (configuration not stated)
  A: 81	B: 86	C: 76	D: 73	E: 95	F: 101	G: 94	H: 85	I: 104

CC(C)(C)C(=O)CC(c1ccccc1)c1ccccc1
  A: /	B: 100	C: 91	D: 111	E: /	F: 106	G: 111	H: 96	I: 97

Nc1nc(-c2ccc3ccccc3c2)nn1-c1nc2ccccc2s1
  A: 103	B: 99	C: 100	D: 102	E: 98	F: 102	G: 99	H: 102	I: 111

NS(=O)(=O)c1ccc(NC(=O)CSc2ccc(-c3ccc(Br)cc3)nn2)cc1
  A: 61	B: 90	C: 107	D: 91	E: 96	F: 110	G: 96	H: 96	I: 100

C=C(CC(=O)OC)C(C)=O
  A: 116	B: 106	C: 109	D: 106	E: 107	F: 106	G: 120	H: 103	I: 107

CC1(C)C(Cl)(Cl)C(C)(C)C1(Cl)Cl
  A: 94	B: 106	C: 88	D: 110	E: 98	F: 108	G: 94	H: 102	I: 108

Cc1n[nH]c(C)c1N=Nc1ccc2oc(=O)ccc2c1
  A: 80	B: 89	C: 92	D: 98	E: 83	F: /	G: 95	H: 88	I: 72

O=C(/C=C/c1ccc(F)cc1)c1ccc(Nc2nc(NCCO)nc(NCCO)n2)cc1
  A: 52	B: 85	C: 74	D: 92	E: 87	F: 54	G: 89	H: 97	I: 80

CC1(c2ccccc2O)NN=C(N)N1C(Cc1c[nH]c2ccccc12)C(=O)O (configuration not stated)
  A: 94	B: 98	C: 94	D: 104	E: 93	F: 98	G: 108	H: 97	I: 108

CCOCCCn1c(-c2ccoc2C)nnc1N1CCN(C(C)C(F)(F)F)CC1 (configuration not stated)
  A: 103	B: 97	C: 98	D: 100	E: 102	F: 102	G: 95	H: 98	I: 105

CN(C)c1nc(C(=O)O)cc(=O)[nH]1
  A: 98	B: 100	C: 94	D: 93	E: 103	F: /	G: 101	H: 101	I: 105

CCOC(=O)Cn1c(COc2cccc3ccccc23)nc2ccccc21
  A: 83	B: 85	C: 70	D: 76	E: 70	F: 80	G: 88	H: 85	I: 96

Cc1cc(C)c2c(n1)sc1c(Nc3ccc(O)cc3)ncnc12
  A: 27	B: 19	C: 47	D: 18	E: 11	F: 55	G: 3.8*	H: 31	I: 21

O=Cc1cc2ccccc2nc1N1C(=O)CC(=O)NC1=O
  A: 100	B: 101	C: 99	D: 105	E: 96	F: 98	G: 101	H: 100	I: 103

FC(F)(F)c1ccc(-c2cn3nc(-c4c[nH]c5ccc(Br)cc45)sc3n2)cc1
  A: 92	B: 113	C: /	D: 95	E: 105	F: 107	G: 101	H: 100	I: 107

CCc1nnc(NC(=O)c2ccoc2COc2ccc(C)cc2)s1
  A: 93	B: 99	C: 92	D: 98	E: 98	F: 105	G: 92	H: 91	I: 104

O=C(CC(c1ccccc1)C(C(CC(=O)c1ccccc1)c1ccccc1)[N+](=O)[O-])c1ccccc1 (configuration not stated)
  A: 91	B: 89	C: 61	D: 73	E: 80	F: 94	G: 82	H: 106	I: 93

CC(=O)n1cc(C2CC(=O)OC3=C2CC(=O)C(C)(C)C3)c2ccccc21 (configuration not stated)
  A: 105	B: 102	C: 99	D: 116	E: 103	F: 108	G: 111	H: 111	I: 111

CCc1ccc(Nc2nc(Nc3cnc4ccccc4c3)c3[nH]cnc3n2)cc1
  A: 91	B: 85	C: 45	D: 94	E: 83	F: 62	G: 93	H: 93	I: 83

N#CCCN(C(=S)Nc1ccc(Cl)c(Cl)c1)C1CCCCC1
  A: 98	B: 112	C: 90	D: 91	E: 102	F: 113	G: 106	H: 105	I: 106

COc1ccc(C(=O)n2nc(-c3ccccc3)nc2N)cc1OC
  A: 90	B: 95	C: 88	D: 103	E: /	F: 94	G: 91	H: 96	I: 104

C=C(C)[C@@H]1CC[C@]2(C(N)=O)CC[C@]3(C)[C@H](CC[C@@H]4[C@@]5(C)C/C(=C/c6ccccn6)C(=O)C(C)(C)[C@@H]5CC[C@]43C)[C@@H]12
  A: 57	B: 64	C: 34	D: 46	E: 67	F: 77	G: 79	H: 77	I: 74

O=[N+]([O-])c1cccnc1Oc1cccnc1
  A: 110	B: 112	C: 100	D: 102	E: 100	F: 125	G: 102	H: 104	I: 125

COc1cc(C=C2C(=O)N(C)C(=O)N(C)C2=O)cc(CN2CCOCC2)c1O
  A: 96	B: 100	C: 104	D: 101	E: 103	F: 107	G: 96	H: 98	I: 106

Cc1ccc(S(=O)(=O)N/N=C2/CCc3ccccc32)cc1
  A: /	B: 103	C: 80	D: 109	E: 97	F: 107	G: 107	H: 88	I: 114

COc1ccc(OC)c(NC(=O)SC(C)C)c1
  A: 108	B: 99	C: 110	D: 108	E: 107	F: 114	G: 94	H: 90	I: 112

O=C1OC(=O)C2C3CCC(C3)C12 (configuration not stated)
  A: 101	B: 103	C: 96	D: 103	E: 100	F: 106	G: 106	H: 98	I: 106

CC1C(=O)C=CN2CC(c3ccc(F)cc3)=CCC12 (configuration not stated)
  A: 89	B: 100	C: 93	D: 103	E: 98	F: 97	G: 110	H: 103	I: 102

CN1C(=O)NC(=NCc2ccccc2)C1NCc1ccccc1 (configuration not stated)
  A: 90	B: 100	C: 96	D: 93	E: 94	F: 104	G: 101	H: 95	I: 106

COc1cccc(C(=O)N(c2ccc(F)cc2)C(C(=O)NC(C)(C)C)c2cc3c(C)cc(C)cc3nc2Cl)c1 (configuration not stated)
  A: 65	B: 58	C: 23	D: 40	E: 77	F: 53	G: 81	H: 60	I: 71

Nc1c(C(=O)O)c(Br)cc2c1C(=O)c1ccccc1C2=O
  A: 101	B: 88	C: 89	D: 107	E: 101	F: 90	G: 99	H: 95	I: 98

COc1ccccc1-c1ccc2nc(NC(=O)Nc3cc(C(F)(F)F)cc(C(F)(F)F)c3)sc2c1
  A: 12	B: 17	C: 14	D: -0.3*	E: 9.4*	F: 8.0*	G: 5.2*	H: 25	I: 19

COc1ccc2cc([C@H](C)C(=O)N/N=C/c3ccc(Br)cc3)ccc2c1
  A: 100	B: 100	C: 106	D: 99	E: 105	F: 114	G: 102	H: 99	I: 108

C=C1C(=O)O[C@H]2[C@H]1CC/C(COC(=O)/C=C\C(=O)O)=C\CC[C@@]1(C)O[C@@H]21
  A: 108	B: 100	C: 102	D: 97	E: 101	F: 113	G: 93	H: 99	I: 112

S=C(NNC(=S)Nc1ccc(Cl)cc1)NNc1ccccc1
  A: 100&87	B: 110&85	C: 103&94	D: 89&89	E: 98&96	F: 111&86	G: 98&96	H: 94&99	I: 106&102

High-throughput results (PubChem BioAssay)
